CFTR F508del cor: correctors of CFTR F508del function in bronchial epithelial cells. activity (quench increase), % at 7.58 µM. 350,000 tested, 0.36% active. CFBE cells, YFP halide quenching; stimulated with forskolin plus potentiator P3; % fluorescence drop versus neutral controls;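 active = mean added fluorescence quench of at least 8% versus neutral control, with both replicates also reaching 8%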;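 note: cells transiently co-express mutant CFTR-F508del with the halide-sensitive YFP; corrector assay measuring rescue of mutant channel to the surface after 24 h compound exposure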
Statin myotox sup: protects C2C12 myotubes from simvastatin toxicity; ATP luminescence, 48 h; scaled: DMSO 0, geranylgeraniol control 100; rescue of ATP level, % at 7.49 µM; 330,000 tested, 0.78% active;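 active = mean ATP rescue above about 67%, or every replicate alone reaching that limit, limit read from the data, passing the limit was not always enough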;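 note: myotubes were challenged with 10 µM simvastatin during compound exposure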
PglD DTNB: PglD (C. jejuni) enzyme inhibition; AID 602405; 360,000 tested, 0.098% active; purified PglD enzyme, DTNB colorimetric CoA detection; inhibition, % at 12.5 µM; in the data active = inhibition above about 16%, passing the limit was not always enough; note: strong numbers were not always called active
miR-122 sensor: blocks miR-122 activity in Huh7 sensor cells; 340,000 tested, 0.3% active; Huh7 miR-122 Renilla luciferase sensor, 48 h; neutral wells = 0, positive control = 100; activation (reporter increase), % at 12.5 µM;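 active = mean replicate activation score at least 90 and every replicate individually at or above 90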;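 note: higher luciferase means less miR-122 activity so hits act as miR-122 inhibitors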
PGC1a acetyl inh: lowers PGC1a acetylation signal in U2OS cells. AlphaScreen anti-acetyl-lysine; with virally co-expressed GCN5 acetyltransferase. inhibition, % at 15.6 µM. 350,000 tested, 0.17% active;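 active = every replicate shows inhibition of at least 40%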;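 note: 0% = neutral control wells and 100% = positive control wells; some results beyond the cut were filed as inactive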
FN deposit inh: fibronectin deposition inhibition | AH1F fibroblasts, Alexa488-fibronectin deposition fluorescence, overnight | inhibition, % at 12.6 µM | 350,000 tested, 0.086% active;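 active = mean inhibition across replicates of 30% or more, regardless of how many single replicates reach that level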;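 note: positive control wells lacked labelled fibronectin entirely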
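Material: AH1F fibroblast monolayer depositing Alexa488-labelled fibronectin into matrix / Amount: 10000 AH1F cells per well / Signal: fluorescence 485/525 nm / Medium: DMEM, 2% serum / Compound: single dose, pinned / Incubation: 1 h cell adhesion before compound, then overnight fibronectin incubation / Reagent: Alexa488-FN, 24 nM final / Read-out: inhibition of fibronectin deposition signal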
Cneo AK release: Cryptococcus neoformans lysis via adenylate kinase release; 360,000 tested, 0.2% active; lysis activity, % at 15 µM; C. neoformans lysis, adenylate kinase release luminescence, 4 h; normalised: neutral wells 0, clomiphene wells 100;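 active = mean lysis activity across replicates of at least 80%, whatever share of replicates individually reach that level; inactive = mean lysis activity below 80%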
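Assay system: Cryptococcus neoformans yeast cells / Dosing: single-point compound dose / Timing: 4 h at 37 °C static, read 1 h later / Measured by: luminescence of released adenylate kinase using an AK detection reagent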
GSIS activator: primary screen for activators of insulin secretion dependent on glucose, INS-1E cells, GLuc reporter luminescence | activation, % at 16.6 µM | INS-1E GLuc reporter insulin secretion, 2-3 h | 370,000 tested, 0.61% active | AID 743287;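 active = lowest replicate activation of at least 40%, so every replicate reaches that level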;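 note: 0% = median of neutral control wells and 100% = median of IBMX positive control wells; some compounds called inactive have numbers as strong as hits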
An asterisk follows results filed as active; x = not tested or not shown; [ ] = remark or other dose.

Compound,CFTR F508del cor,Statin myotox sup,PglD DTNB,miR-122 sensor,PGC1a acetyl inh,FN deposit inh,Cneo AK release,GSIS activator
COc1ccccc1NC(=O)COc1ccc2c(c1)OCO2,1.2,1,12,x,x,-1,-4,-4
CC(Nc1[nH]c(=O)n(C)c(=O)c1N=O)c1ccccc1 (stereo not drawn),-1.4,-2,4,-1,2,-11,0,-2
COc1ccccc1N(C(=O)CNS(=O)(=O)c1ccccc1)C(C(=O)NCc1ccco1)C(C)C (stereo not drawn),x,12,-2,6,-5,x,6,x
CN(C)S(=O)(=O)c1ccc2c(c1)Cc1cc(S(=O)(=O)N(C)C)ccc1-2,2.0,-17,5,x,x,1,0,-7
CC(C)CC#Cc1ccc([C@H]2[C@@H](CO)N3CCCCN(S(=O)(=O)c4ccc(F)cc4)C[C@H]23)cc1,1.3,-21,3,-3[16.7 µM],-21,x,1,11
O=C(COc1ccc2c3c(c(=O)oc2c1)CCC3)N1CCCC1,1.8,-6,2,-9,1,7,-1,17
O=C(CCN1C(=O)c2ccncc2C1=O)NCc1ccc(Cl)cc1,x,8,-7,2,52,8,-1,x
CC1=C(C(=O)OC(C)C)C2(O)C(=O)c3ccccc3C2(O)N1 (stereo not drawn),x,7,x,1,-7,3,1,x
COc1cccc2c1CCC(NC(C)=O)C2=O (stereo not drawn),-2.4,x,5,-3,-1,6,11,9
C[C@H](CO)N1C[C@H](C)[C@H](CN(C)Cc2ccc(Oc3ccccc3)cc2)Oc2ccc(NS(=O)(=O)c3ccc(F)cc3)cc2C1=O,4.4,-15,2,-5[16.7 µM],-2,-12,-14,-24
Cc1c(C(=O)OC(C)CCN(C)C)oc2ccccc12 (stereo not drawn),x,-2,-4,-13,5,x,2,1
C[C@@H]1CN([C@H](C)CO)C(=O)Cc2cc(NS(=O)(=O)c3cn(C)cn3)ccc2O[C@H]1CN(C)Cc1ccc(Oc2ccccc2)cc1,-1.2,17,-1,-4[16.7 µM],9,9,0,11
COC(=O)C1=C(\O)CCCC/C=C\1C(=O)O,-0.2,x,x,-2,-4,-3,x,4
CC(=O)Nc1ccc(OCCOc2ccc(/C=C3\C(=N)N4N=C(C)SC4=NC3=O)cc2)cc1,-2.9,9,3,-3,0,-4,0,-14
COC(=O)Cn1c(C)nc2ccccc21,x,13,-2,x,12,x,0,x
COc1ccc(Cc2nc3c4c(ncn3n2)Oc2ccc3ccccc3c2C4c2ccc(OC)c(OC)c2)cc1 (stereo not drawn),x,x,-7,4,x,7,-1,16
Cc1nnc(NC(=O)c2cccc(Br)c2)s1,x,-2,1,0,-2,x,-1,x
Cc1cc(C)cc(C(=O)N2CCN=C2c2ccccc2)c1,-1.7,x,x,x,2,-3,x,4
Cc1cccc(C(=O)Oc2ccc(/C=N/NC(=O)c3cc(O)cc(O)c3)cc2)c1,-1.7,13,4,x,x,5,0,8
C[C@@H]1CCCCO[C@@H](CN(C)S(=O)(=O)c2cn(C)cn2)[C@@H](C)CN([C@@H](C)CO)C(=O)c2cc(NS(C)(=O)=O)ccc2O1,-1.9,x,-3,8[16.7 µM],-3,x,0,10
Cc1ccc(NC(=S)NC2CCSc3ccccc32)cc1 (stereo not drawn),-1.1,-34,3,x,x,0,8,x
Cc1ccc(C2=NN(C(=O)c3ccccc3F)C(c3ccccc3F)C2)cc1 (stereo not drawn),-0.4,-14,0,-3,-9,-5,-2,-4
CC1Cc2ccccc2N1S(=O)(=O)c1cccc(C(=O)NCc2ccco2)c1 (stereo not drawn),2.3,6,-6,7,-13,2,-2,-11
COc1ccc2c(c1)C(c1cccs1)=NNC(c1cccnc1)=N2,-2.9,x,x,0,-1,-11,x,-2
C[C@@H]1CCCCO[C@H](CN(C)S(C)(=O)=O)[C@H](C)CN([C@@H](C)CO)C(=O)c2cc(NS(=O)(=O)c3ccc(Cl)cc3)ccc2O1,1.3,14,0,-5[16.7 µM],-18,-7,6,-16
CSc1nnnn1-c1ccc(C(=O)O)cc1,x,-5,5,-2,0,x,-1,26
CSCC[C@H](NC(=O)C1CCN(C(=O)[C@@H](N)Cc2ccccc2)CC1)C(=O)O,3.3,0,-3,-5,-13,-4,1,-2
CCN1C(=O)[C@H]2[C@H]3CN=C(SCc4ccc(C#N)cc4)N3[C@@](Cc3ccccc3)(C(=O)OC)[C@H]2C1=O,2.9,15,15,-5,3,-1,0,-6
Cc1cc(=O)oc2ccc(OCC(=O)N3CCc4ccccc43)cc12,x,-5,0,4,7,x,2,11
C[C@@H]1CN([C@@H](C)CO)C(=O)Cc2cc(NS(=O)(=O)c3ccc(F)cc3)ccc2O[C@@H]1CN(C)S(=O)(=O)c1ccc(Cl)cc1,-2.1,25,1,0[16.7 µM],-10,x,1,-9

A second format for 4 compounds above.
C[C@@H]1CCCCO[C@@H](CN(C)S(=O)(=O)c2cn(C)cn2)[C@@H](C)CN([C@@H](C)CO)C(=O)c2cc(NS(C)(=O)=O)ccc2O1
  CFTR F508del cor: -1.9
  Statin myotox sup: x
  PglD DTNB: -3
  miR-122 sensor: 8[16.7 µM]
  PGC1a acetyl inh: -3
  FN deposit inh: x
  Cneo AK release: 0
  GSIS activator: 10
Cc1ccc(NC(=S)NC2CCSc3ccccc32)cc1 (stereo not drawn)
  CFTR F508del cor: -1.1
  Statin myotox sup: -34
  PglD DTNB: 3
  miR-122 sensor: x
  PGC1a acetyl inh: x
  FN deposit inh: 0
  Cneo AK release: 8
  GSIS activator: x
Cc1ccc(C2=NN(C(=O)c3ccccc3F)C(c3ccccc3F)C2)cc1 (stereo not drawn)
  CFTR F508del cor: -0.4
  Statin myotox sup: -14
  PglD DTNB: 0
  miR-122 sensor: -3
  PGC1a acetyl inh: -9
  FN deposit inh: -5
  Cneo AK release: -2
  GSIS activator: -4
CC1Cc2ccccc2N1S(=O)(=O)c1cccc(C(=O)NCc2ccco2)c1 (stereo not drawn)
  CFTR F508del cor: 2.3
  Statin myotox sup: 6
  PglD DTNB: -6
  miR-122 sensor: 7
  PGC1a acetyl inh: -13
  FN deposit inh: 2
  Cneo AK release: -2
  GSIS activator: -11

(cont.)
Compound,CFTR F508del cor,Statin myotox sup,PglD DTNB,miR-122 sensor,PGC1a acetyl inh,FN deposit inh,Cneo AK release,GSIS activator
C[C@H]1CN([C@@H](C)CO)C(=O)Cc2cc(NC(=O)Nc3ccccc3)ccc2O[C@@H]1CN(C)Cc1ccc(C(F)(F)F)cc1,-0.4,39,-7,-1[16.7 µM],7,x,0,-1
CC1CC(CC(=O)NC(=S)Nc2ccccc2Cl)C(=O)O1 (stereo not drawn),-3.2,0,0,-1,10,x,2,3
COCCn1c(SCCN2CCCCC2)nc2ccccc2c1=O,x,5,5,9,5,2,2,x
O=S(=O)(c1cccs1)N1CCN(CC(O)COC2CCCc3ccccc32)CC1 (stereo not drawn),x,x,1,-3,-2,x,-1,-17
COc1ccccc1/C=C/CN1CCCC(CCC(=O)NCc2ccc(F)c(F)c2)C1 (stereo not drawn),-7.6,x,x,-2,-1,-5,x,-13
Cc1ccc(S(=O)(=O)N(C)C[C@H]2Oc3ccc(NC(=O)NC4CCCCC4)cc3CC(=O)N([C@H](C)CO)C[C@H]2C)cc1,-1.4,-50,0,-10[16.7 µM],-2,x,1,0
Cc1cc(C(=O)COC(=O)c2ccc(Br)o2)c(C)n1C,-0.1,-4,0,-2,-3,-10,-1,8
C=CCC[C@H](Cc1ccc(F)cc1)C(=O)OC[C@@H](Cc1c[nH]c2ccccc12)NC(=O)[C@H](CC=C)CC(=O)NCCO,0.5,x,2,24,-14,-6,0,-31
CCNc1nc(N)nc(Oc2ccc(C(=O)OC)cc2)n1,x,x,5,6,4,x,-3,x
CC(=O)N(C)c1ccc(NC(=O)Cc2cccc3ccccc23)cc1,0.3,123*,-5,6,2,5,-2,12
O=c1c2cc(N3CCOCC3)ccc2[nH]c(=S)n1CCCN1CCCC1,x,-4,-3,-31,8,-14,0,x
CCOC(=O)N1CCN(C(=O)/C(=C/c2ccc(OC)c(OC)c2)NC(=O)c2ccccc2)CC1,-0.5,x,x,x,0,-3,x,9
Cc1noc(C)c1NC(=O)N(C)C[C@H]1OCCCC[C@H](C)Oc2ccc(NS(=O)(=O)c3cccs3)cc2C(=O)N([C@H](C)CO)C[C@@H]1C,-2.3,x,-1,5[16.7 µM],4,x,-2,2
CC(=O)Nc1ccc(S(=O)(=O)NNC(=O)CCc2ccccc2)cc1,-0.3,-3,7,-1,-1,-7,0,23
OC(Cn1cncn1)c1ccc(Cl)cc1Cl (stereo not drawn),x,x,2,1,5,x,-2,x
CCCC1(C(=O)OCC)NC(c2ccc(N(C)C)cc2)C2C(=O)N(c3ccccc3)C(=O)C21 (stereo not drawn),x,15,1,2,1,-7,3,18
Cc1ccc(C)n1-c1ccsc1C(=O)CC#N,1.2,x,1,x,x,3,2,-8
C[C@@H]1CN([C@@H](C)CO)C(=O)c2cc(C#CC3CCCCC3)cnc2O[C@@H]1CN(C)C(=O)C1CCCCC1,1.3,-39,-1,-8[16.7 µM],4,-3,1,2
O=C(NCCCNCCCNC(=O)c1ccccn1)c1ccccn1,x,115*,2,-3,4,1,-1,4
CN(c1ccccc1)S(=O)(=O)c1ccc(C(=O)N2CCN(c3ccccc3)CC2)cc1,0.1,0,2,-6,-3,-6,1,-11
O=C(CCC(=O)OCC(=O)c1ccc(Br)cc1)NC1CCCCC1,x,x,-1,-1,-4,0,0,x
O=C(c1cn(-c2ccccc2)nc1-c1cccnc1)N1CCN(S(=O)(=O)c2ccccc2F)CC1,3.9,-5,0,10,-6,0,0,-3
COc1ccc(C(=O)N2CCNC(=O)C2CC(=O)Nc2cccc(Cl)c2Cl)cc1 (stereo not drawn),0.3,-2,6,0,x,-1,0,-9

Complete entries as entered above.
`O=c1c2cc(N3CCOCC3)ccc2[nH]c(=S)n1CCCN1CCCC1` is entered as CFTR F508del cor: x; Statin myotox sup: -4; PglD DTNB: -3; miR-122 sensor: -31; PGC1a acetyl inh: 8; FN deposit inh: -14; Cneo AK release: 0; GSIS activator: x
`Cc1ccc(S(=O)(=O)N(C)C[C@H]2Oc3ccc(NC(=O)NC4CCCCC4)cc3CC(=O)N([C@H](C)CO)C[C@H]2C)cc1` is entered as CFTR F508del cor: -1.4; Statin myotox sup: -50; PglD DTNB: 0; miR-122 sensor: -10[16.7 µM]; PGC1a acetyl inh: -2; FN deposit inh: x; Cneo AK release: 1; GSIS activator: 0

High-throughput results as filed in PubChem.
